Screening results: PubChem BioAssay, National Center for Advancing Translational Sciences (NCATS)
TRHR agonist – TRH receptor (human) agonism; P34981; TRHR cells, calcium flux fluo-8, FDSS agonist mode; activation, % at 2 µM; actives 0.18% (n = 360,000); in the data active = activation above about 30%; note: 0% is about no effect
Target sequence (P34981 whole entry, looked up): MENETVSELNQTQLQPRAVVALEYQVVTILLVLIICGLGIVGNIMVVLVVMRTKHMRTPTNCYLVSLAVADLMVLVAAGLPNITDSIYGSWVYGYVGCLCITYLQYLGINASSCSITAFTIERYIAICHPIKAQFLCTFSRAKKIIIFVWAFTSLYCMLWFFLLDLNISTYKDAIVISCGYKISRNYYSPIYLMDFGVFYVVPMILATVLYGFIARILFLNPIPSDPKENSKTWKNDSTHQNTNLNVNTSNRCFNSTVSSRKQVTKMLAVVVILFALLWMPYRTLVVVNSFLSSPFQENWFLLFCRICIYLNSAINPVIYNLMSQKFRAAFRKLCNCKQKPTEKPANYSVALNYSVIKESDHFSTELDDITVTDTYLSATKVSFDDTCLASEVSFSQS
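Agonist-mode FDSS calcium read (Ex 480/Em 530, 1 s cycles) in 1536-well TRHR cells with fluo-8 dye, after 10-cycle baseline and 23 nL compound addition; TRH at EC20 (10 nM final) added afterwards for the enhancer phase.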
D2 antag – D2 dopamine receptor (human) antagonism; P14416; HEK293 TREx D2 cells, calcium flux, dopamine EC80; inhibition, % at 10 µM; actives 2% (n = 340,000); in the data active = inhibition above about 30%; note: 0% is about no effect
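Calcium mobilization kinetics were recorded at 1 s intervals in tetracycline-induced HEK293 T-REx D2 cells, first for 180 s after compound addition and then 180 s after EC80 dopamine.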
TrxR1 substrate – rat thioredoxin reductase 1 substrate activity; purified TrxR1 substrate turnover, NADPH consumption readout; Potency, µM (top dose mostly 114 µM), for the others: at the top dose activity change, negative = substrate turnover; actives 0.01% (n = 390,000); note: potency is the fitted concentration of half-maximal effect; % is set by controls: 0 for no effect and ±100 for the full control effect; nearly all actives have a fitted effect of over 50% in size
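Rat TrxR1, dispensed at 90 nM, was prereduced with 400 uM NADPH (final) for 5 min at ~22 deg C, then incubated with compound 15 min before 400 uM selenite. A first-read NADPH fluorescence drop versus no-compound background flagged substrates.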
TrxR1 inh – blocks rat thioredoxin reductase 1. recombinant rTrxR1, NADPH fluorescence consumption, selenite substrate. Potency, µM (series often up to 114 µM), inactives show at the highest dose activity change, negative = inhibition, actives largely listed as inhibitors. actives 1% (n = 390,000); note: potency is the fitted concentration of half-maximal effect; % is set by controls: 0 for no effect and ±100 for the full control effect; nearly all actives have a fitted effect of over 65% in size
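Rat TrxR1 (90 nM in the dispensed reagent) was pre-reduced with 400 uM NADPH for 5 min at room temperature, then incubated with compound for 15 min. After 400 uM selenite was added, NADPH fluorescence (Ex 340/Em 450 nm) was followed for 8 min.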
TRHR enhancer – allosterically enhances the human TRH receptor | P34981 | TRHR cells, fluo-8 calcium fluorescence, EC20 TRH enhancement | enhancement, % at 2 µM | actives 0.66% (n = 360,000) | AID 493056; in the data active = enhancement above about 30%; note: 0% is about no effect
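TRHR-expressing cells loaded with fluo-8 calcium dye were read kinetically (ex 480/em 530) during compound addition, then stimulated with an EC20 of TRH (10 nM final). Enhancement of the Gq-mediated intracellular calcium response was scored.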
PI4K2A block – blocks human PI4K2A kinase activity | Q9BTU6 | purified PI4K2A, ADP-Glo luminescence, 1 h; active compounds read low | activity change, negative = inhibition, % at 76.9 µM | actives 0.13% (n = 420,000); in the data active = activity change below about -50%; inconclusive = mostly about -30% to -49%;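 note: -100% = wells without enzyme as full effect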
Target sequence (Q9BTU6 whole entry, looked up): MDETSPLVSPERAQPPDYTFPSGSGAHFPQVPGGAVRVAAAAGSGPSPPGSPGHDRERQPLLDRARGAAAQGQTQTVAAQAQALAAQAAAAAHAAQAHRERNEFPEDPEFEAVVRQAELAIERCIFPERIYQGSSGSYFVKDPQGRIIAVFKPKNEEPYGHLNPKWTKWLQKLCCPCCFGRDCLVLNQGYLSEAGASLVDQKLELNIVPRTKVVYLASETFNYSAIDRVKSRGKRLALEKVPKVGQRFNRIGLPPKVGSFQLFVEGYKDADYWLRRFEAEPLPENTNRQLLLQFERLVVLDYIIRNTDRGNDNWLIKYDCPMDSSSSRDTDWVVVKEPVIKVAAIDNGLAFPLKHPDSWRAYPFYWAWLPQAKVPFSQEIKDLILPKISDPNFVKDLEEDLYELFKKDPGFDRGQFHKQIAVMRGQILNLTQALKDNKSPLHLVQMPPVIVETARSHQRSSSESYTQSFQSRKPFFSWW
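ADP-Glo luminescence measured ADP generated by PI4K2A enzyme (4 ug/mL before mixing) with 1.2 mM PI substrate (pre-mix) and 300 microM ATP (pre-mix). Tris pH7.5 buffer with MgCl2, Triton X-100; 1 h reaction at ambient temperature.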
IDH1 R132H inh – human IDH1 R132H inhibition; IDH1-R132H enzyme, NADPH consumption, diaphorase/resazurin fluorescence; Potency, µM (doses to about 76.6 µM), inactives show top-dose activity change, negative = inhibition, usual class: inhibitors; actives 0.093% (n = 390,000); AID 602179; note: potency is the fitted concentration of half-maximal effect; % is set by controls: 0 for no effect and ±100 for the full control effect; nearly all actives have a fitted effect of over 65% in size
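IDH1-R132H (0.5 ug/mL dispensed) in pH 7.5 Tris buffer was preincubated 30 min with compound, then given a substrate mix of 0.016 mM NADPH and 2 mM alpha-KG for 80 min at room temperature; remaining NADPH was read by diaphorase/resazurin fluorescence.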
D2 agonist – activates the human D2 dopamine receptor; HEK293 T-REx D2 cells, calcium flux agonist mode; activation, % at 2 µM; actives 0.53% (n = 340,000);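 active = activation over 3 SD above normal in the single-dose calcium agonist read, cut at about 30% in these data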; note: 0% is about no effect
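Tetracycline-induced HEK293 Trex cells with D2 receptor force-coupled to calcium signaling, plated overnight at 30 C and loaded with no-wash calcium dye. Calcium flux read kinetically for 180 s after compound addition; responses flag agonists.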
USP1-UAF1 inh – inhibitors of human USP1/UAF1 deubiquitinase; O94782; recombinant USP1/UAF1, Ub-Rhodamine cleavage fluorescence; Potency, µM (series often up to 57.1 µM), for the others: top-dose activity change, negative = inhibition, usual class: inhibitors; actives 0.23% (n = 390,000); AID 743255; note: potency is the fitted concentration of half-maximal effect; % is set by controls: 0 for no effect and ±100 for the full control effect; nearly all actives have a fitted effect of over 60% in size; inactives centre near -12
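1 nM enzyme complex + cpd, 15 min RT; start with Ub-Rho 150nM final; kinetic fluorescence ex 480/em 540, 6 reads q60 s. Buffer 50mM HEPES pH 7.8, 0.5mM EDTA, 0.1 mg/ml BSA, 1mM TCEP, 0.01% Tween-20.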
* marks the source's active call; other numbers are inactive results; ? = inconclusive; · = not tested or not shown; [ ] = another dose, or the depositor's remark. Unless noted, calls come from the whole dose curve; as a rule, active = well fitted inhibition curve with a large enough effect; inconclusive = small, poorly fitted or top-dose-only effect; inactive = no such curve, though single readings can be large or run the other way.

SMILES	TRHR agonist	D2 antag	TrxR1 substrate	TrxR1 inh	TRHR enhancer	PI4K2A block	IDH1 R132H inh	D2 agonist	USP1-UAF1 inh
COc1cc(C(=O)Nc2cccc(NC(=O)c3cccs3)c2)cc(OC)c1OC	-1.8	-7	-7%	23%	-10	-1	-3%	-0.2	-11%
CCCOc1cc(C)c(S(=O)(=O)n2nnc3ccccc32)cc1C	0.1	-6	7%	21%	4	0	0%	-0.2	-7%
CN1CCN(c2nc(-c3cccs3)cc(C(F)(F)F)n2)CC1	0.5	32*	15%	8%	8	2	3%	-0.7	-13%
CCCCOc1ccc(Cl)cc1CSc1nnc(CC)n1N	-1.3	36*	1%[57.1 µM]	-11%[57.1 µM]	-1	-1	1%	1.2	-7%
O=C(Nc1ccc(F)cc1)C1CCCN(S(=O)(=O)c2cccc3nonc23)C1 (stereo unspecified)	-0.6	14	7%	10%	15	6	4%	-0.4	-1%
CC(Sc1nnc(-c2ccc(Cl)cc2Cl)n1Cc1ccccc1)C(=O)Nc1nccs1 (stereo unspecified)	-1.8	8	-2%	11%	0	1	-20%	-0.5	?
C[C@H](NC(=O)NC1CCCc2ccccc21)C(=O)O (stereo partly specified)	0.0	-7	5%	17%[57.1 µM]	-1	-2	6%	0.6	-14%
COc1ccccc1P(=O)(c1ccccc1)c1ccccc1	-0.4	3	4%	20%	5	-1	1%	-1.1	-19%
Cc1cc[n+](CCc2ccccc2)cc1C	0.1	2	2%	11%	-3	4	7%	1.1	-3%
CC(O)[C@H]1CC[C@H]2[C@@H]3CC[C@H]4C[C@@H](O)CC[C@]4(C)[C@H]3C(=O)C[C@]12C (stereo partly specified)	1.2	4	0%	28%	5	3	-7%	2.5	-16%
COc1ccccc1NC(=O)Cn1cnc2c(nnn2-c2ccc(C)cc2)c1=O	0.4	15	-8%	-7%	3	2	-3%	2.1	-16%
Clc1ccccc1-c1ncc2ccccn12	-0.6	-4	22%[57.1 µM]	23%[57.1 µM]	0	-2	10%	1.1	-23%

Pulled one by one from the list above:
SMILES	TRHR agonist	D2 antag	TrxR1 substrate	TrxR1 inh	TRHR enhancer	PI4K2A block	IDH1 R132H inh	D2 agonist	USP1-UAF1 inh
CCCCOc1ccc(Cl)cc1CSc1nnc(CC)n1N	-1.3	36*	1%[57.1 µM]	-11%[57.1 µM]	-1	-1	1%	1.2	-7%
COc1ccccc1P(=O)(c1ccccc1)c1ccccc1	-0.4	3	4%	20%	5	-1	1%	-1.1	-19%
Clc1ccccc1-c1ncc2ccccn12	-0.6	-4	22%[57.1 µM]	23%[57.1 µM]	0	-2	10%	1.1	-23%
COc1ccccc1NC(=O)Cn1cnc2c(nnn2-c2ccc(C)cc2)c1=O	0.4	15	-8%	-7%	3	2	-3%	2.1	-16%
C[C@H](NC(=O)NC1CCCc2ccccc21)C(=O)O (stereo partly specified)	0.0	-7	5%	17%[57.1 µM]	-1	-2	6%	0.6	-14%
O=C(Nc1ccc(F)cc1)C1CCCN(S(=O)(=O)c2cccc3nonc23)C1 (stereo unspecified)	-0.6	14	7%	10%	15	6	4%	-0.4	-1%

(further entries)
SMILES	TRHR agonist	D2 antag	TrxR1 substrate	TrxR1 inh	TRHR enhancer	PI4K2A block	IDH1 R132H inh	D2 agonist	USP1-UAF1 inh
COc1ccc(C2=C(C)C(N3CCN(C(=O)c4ccco4)CC3)=NS2(=O)=O)cc1	0.0	-1	2%	-1%	-2	-3	-5%	3.5	-15%
CN(C)c1ccc(NC(=O)Nc2csc3ccccc23)cc1	-2.0	-12	-1%	5%	1	0	-2%	-1.8	?
CC1(C)CC(=O)C2(CC3=C(CC(C)(C)CC3=O)O2)C(=O)C1	-1.1	10	-14%	-26%	12	1	-4%	-0.3	-23%
COc1ccc(C(=O)COC(=O)c2ccc(NC(=O)c3ccccc3)cc2)cc1	1.7	7	-4%	7%	2	0	-2%	0.4	-2%
CC1CCC2C(C1)c1sc(=O)[nH]c1SC2(C)C (stereo unspecified)	-0.2	-13	-5%	-7%	3	0	-1%	-0.2	-18%
CC(=O)c1sc(N/N=C/c2cccc(O)c2)nc1C	7.8	-9	-4%	-1%	-3	4	-7%	-2.1	-14%
COc1cccc(NS(=O)(=O)c2ccc3[nH]cc(C(=O)NCCc4ccccc4)c(=O)c3c2)c1	0.4	·	-5%	18%	-2	1	-11%	0.1	-20%
CCCn1nnnc1NCc1ccccc1OCc1ccc(F)cc1	-0.7	-1	3%[57.1 µM]	10%	-2	-4	1%	-0.3	-9%
O/N=C1\CCc2cc(Cl)ccc21	-0.6	8	2%	-1%	-6	10	8%	-0.3	-8%
CC(C)[C@H](NC(=O)C1CCN(S(=O)(=O)c2ccccc2)CC1)C(=O)NCc1ccccn1	0.5	-4	4%	29%	-1	2	-9%	0.0	-28%
CCCC(=O)N1CCN(c2ccc(NC(=O)c3ccc(OCC)c([N+](=O)[O-])c3)cc2)CC1	-0.2	-12	-5%	-7%	-3	11	4%	-0.1	-18%
Cc1ccc(NS(=O)(=O)c2cccc(C(=O)NCC3(N(C)C)CCCCC3)c2)cc1	0.5	17	-1%	6%	-5	-7	10%	1.2	-20%
CCOC(=O)c1ccc(CNCc2ccccc2)cc1	0.4	5	-6%	4%	-2	4	4%	-0.3	-5%
O=C1c2cccc(OCC(=O)N3N=C(c4cccs4)CC3c3ccc(F)cc3)c2CCN1Cc1cccnc1 (stereo unspecified)	1.5	-18	32%[activator]	12%	-11	4	-3%	0.2	-16%
CN1CCN(C(=O)CN2C(=O)CC(C)(C)S(=O)(=O)c3ccccc32)CC1	0.1	-3	5%[57.1 µM]	-9%	1	-2	1%	0.2	-6%
N=C1C=CC=C2C1=NC1(CCCCC1)N2O	-0.2	-5	5%	?	-1	-9	5%	-0.1	?
Cc1nc2ccc(Cl)cc2nc1C	0.2	-11	-12%[57.1 µM]	-10%[57.1 µM]	-8	-4	23%	-0.1	-1%
Cc1cc(C)n(C(C)CC(=O)Nc2ccc3c(c2)OCCO3)n1 (stereo unspecified)	0.5	14	7%	25%	7	-3	6%	-0.2	-28%
O=C(COC(=O)c1c(F)cccc1F)Nc1ccccc1OC(F)F	-2.4	7	-13%	26%[57.1 µM]	-2	1	6%	-2.5	-21%
COc1ccc(C(=O)NC(=S)NCc2ccc(-c3nc4ccccc4o3)cc2)cc1OC	0.8	-5	1%	-11%	10	3	0%	0.5	-16%
O=S(=O)(NCCOc1ccccc1F)c1cccc(Br)c1	-0.6	·	-2%	19%	1	1	9%	·	-12%
CCOc1ccc(C(=O)Nc2cccc(-c3nc4cccnc4s3)c2C)cc1OCC	-0.6	·	-2%	8%	1	-8	-21%	-0.9	13%
CCCCC(=O)Nc1ccc(C(=O)NN2C(=O)c3ccccc3C2=O)cc1	0.3	-1	0%	20%	1	1	-2%	-0.2	-16%
CCN1C(=O)[C@H]2[C@@H](c3ccc(-c4ccc5c(c4)OCO5)c(OC)c3)N[C@@](C)(C(=O)OC)[C@H]2C1=O	·	·	13%[57.1 µM]	-10%	·	-2	-5%	·	-17%
CCOC(=O)c1nn(-c2ccccc2)c(=O)cc1OCC(=O)Nc1ccccc1OCC	-0.2	·	7%	4%	-2	1	5%	·	-16%
CSc1ccc(CCNC(=O)c2csc3c2CCCCC3)cc1	0.6	·	8%	19%	-2	-3	17%	0.3	-6%
CC(NCC(O)COc1ccccc1)C1COc2ccccc2O1 (stereo unspecified)	0.5	64*	5%	4%	4	-4	7%	65*	-14%
COc1ccc(NC(=S)NCCCN2CCCC2=O)c(OC)c1	0.2	10	5%[57.1 µM]	8%[57.1 µM]	-1	4	-8%	0.5	3%
Cc1c(-c2cc(Br)ccc2O)nc2cc3c(cc2c1C)OCO3	1.6	1	2%	20%	3	2	-19%	3.0	-24%
C[C@H](CO)N1C[C@H](C)[C@@H](CN(C)Cc2ccc3c(c2)OCO3)Oc2c(NS(=O)(=O)c3cn(C)cn3)cccc2C1=O	·	·	10%	-5%	·	-5	-6%	·	-29%
O=C(NCc1ccccc1)c1cnsn1	0.0	-10	8%	20%	-3	2	6%	1.4	-3%
COc1cc(/C=N/N=C/c2cc(OC)c(O)c(OC)c2)cc(OC)c1O	0.5	-13	?	?	2	-1	-1%	-0.4	-3%
Cc1ccc(N(Cc2cccs2)C(=O)c2ccccc2)cc1	0.0	·	-5%	11%	2	3	7%	-1.4	?
Cc1ccc(CN(C)C2CCN(C)CC2)cc1	-0.1	-5	13%	1%[57.1 µM]	1	-7	2%	0.2	3%
CCOc1cccc(C(=O)NNC(=O)CCC(=O)O)c1	0.3	2	-3%	-5%	5	1	2%	2.4	-8%
COc1ccc(C(=O)N2CCc3cc(OC)c(OC)cc3C2c2cccc([N+](=O)[O-])c2)cc1 (stereo unspecified)	0.0	7	·	·	4	·	·	0.6	·
O=C(O/N=C1/CCCc2occc21)c1ccc(F)cc1	1.0	19	2%	2%	-7	-28	15%	-1.2	-11%
CCOC(=O)CC1C(=O)NCCN1Cc1cccc(OC)c1 (stereo unspecified)	0.8	-34	1%	0%	36*	0	1%	0.2	5%
COc1ccc2c(c1)c1c(c(=O)n(-c3ccc(F)c(Cl)c3)c(=O)n1CC(N)=O)n2C	0.7	·	33%[activator]	17%	4	-6	0%	0.8	?
O=C1CC(N(C(=O)c2ccco2)c2ccc(F)cc2)C(=O)N1c1ccc(F)cc1 (stereo unspecified)	0.0	1	10%	10%	0	-4	2%	1.0	-8%
CCCC1(CCC)NC(=O)N(CC(=O)N2CCc3ccccc32)C1=O	·	·	0%	8%	·	-1	10%	·	3%
COc1ccccc1-c1cc(C(=O)N2CCN(S(=O)(=O)c3ccc(C)cc3)CC2)[nH]n1	-0.2	-20	-9%[57.1 µM]	8%[57.1 µM]	0	3	11%	1.1	-15%
